TAG inh: inhibitors of triacylglycerol accumulation. H9c2 cells, Nile Red lipid (TAG) fluorescence; cells loaded with 200 µM oleic acid. inhibition, % at 12.5 µM. actives 0.66% (n = 230,000). AID 651582;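 active = pattern-corrected inhibition of lipid staining of at least 50% with the nuclear-stain viability signal not falling by more than 50%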;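 also: 0% = DMSO wells and 100% = triacsin C control wells; some results filed as inactive read as strong as hits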
TAG inh DAPI viability: recorded beside TAG inh, whose call it bears; DAPI nuclei signal change (viability), lower = more cytotoxic, %;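 whole-well DAPI fluorescence read on a plate reader as a viability signal; minus 50 percent equals half of cells still viable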
The depositor's hits bear a star; & = joins results of further samples. Some of the compounds tested. The share of hits here may be higher or lower than overall.

Every second line gives: TAG inh | TAG inh DAPI viability
- CC1(C)CC2CC(C)(CN2Cc2cccc([N+](=O)[O-])c2)C1 (configuration not stated)
 : -3.5 | -1.3
- C=C1CC[C@@H]2[C@](C)(CO)[C@H](O)CC[C@@]2(C)[C@@H]1C/C=C1/C(=O)OCC1O (some centres not stated)
 : -10.1 | 1.8
- CC(=O)Nc1sc2c(c1-c1nc3ccccc3s1)CN(C(C)C)CC2
 : 78.3* | -22.1*
- CCOC(=O)c1csc(NC(=O)CCS(=O)(=O)c2ccc(Cl)cc2)n1
 : -0.5 | 2.6
- CCN(CC)CCCNC(=S)N(Cc1cccnc1)Cc1cc2cc(C)cc(C)c2[nH]c1=O
 : 15.6 | 26.9
- NC(=O)N/N=C/c1cn(CC(=O)Nc2ccc(F)cc2)c2ccccc12
 : -25.8 | 2.9
- COc1ccc(-c2[nH]ncc2CN2CCCO2)cc1F
 : -4.7 | 4.4
- CN1CCN(CC(=O)Nc2c(C#N)cnn2-c2ccccc2)CC1
 : 1.3 | -2.7
- NC(N)=NC(=O)c1nc(Cl)c(N)nc1N
 : 8.3&-5.1&-20.6 | -16.7&7.4&4.7
- C[C@@H]1COC(=O)[C@@H](CC(=O)OC(C)(C)C)C/C=C\C[C@@H](CC(=O)N[C@H](CO)Cc2ccccc2)C(=O)N1
 : -9.8 | 1.3
- CC(C)CNc1nc(Oc2ccc(=O)n(-c3ccccc3)n2)nc(N2CCOCC2)n1
 : 9.8 | -6.8
- C=CCNC(=O)c1ccc(NC(=O)CC2SC(N3CCCC3)=NC2=O)cc1 (configuration not stated)
 : -10.5 | 6.1
- COc1ccc(OCc2nnc(SCC(=O)NCc3ccco3)o2)cc1
 : -4.6 | 9.8
- CC(C)C(NC(=O)c1c(F)cccc1F)C(=O)N1CCN(S(=O)(=O)/C=C/c2ccccc2)CC1 (configuration not stated)
 : -13.2 | 2.4
- CC1(C)Cc2c(cnn2-c2cccc(F)c2)C(NC(=O)CCN2CCCC2=O)C1 (configuration not stated)
 : -3.6 | 1.6
- Cc1ccc(-c2nc(CS(=O)CC(=O)NCCC(C)C)c(C)o2)cc1 (configuration not stated)
 : 10.7 | -6.0
- Cn1cc(-c2nnnn2-c2ccc(Cl)cc2)c(=O)c2ccccc21
 : -11.4 | 1.7
- O=C(Cn1cnc2ccccc2c1=O)c1ccc(Cl)cc1
 : 2.3 | 1.6
- Cc1n[nH]c2c([N+](=O)[O-])c(=O)[nH]c(=O)n12
 : -3.2 | 5.9
- NC(=O)c1ccsc1NC(=O)COC(=O)Cc1n[nH]c(=O)c2ccccc12
 : 10.0 | -4.6
- COc1ccccc1NC(=O)CNC(=O)c1ccc(F)cc1
 : 11.6 | -7.5
- O=C(Nc1ccccc1C(=O)N1CCOCC1)c1ccncc1
 : 9.6 | -7.2
- Oc1ccc(Br)cc1-c1ccnn1-c1ccccc1
 : -5.1 | -4.8
- COc1cc(C(=O)Oc2c(CN3CCOCC3)cc(Cl)c3cccnc23)cc(OC)c1OC
 : 98.1 | -72.6
- CCOC(=O)c1[nH]c(C)c(C(=O)OCC(=O)N(Cc2ccccc2)C(C)C)c1C
 : 18.5 | -8.6
- COc1ccc(NC(=O)COC(=O)c2ccc3c(c2)OCCO3)cc1
 : -11.8 | 8.1
- CC(C)CNS(=O)(=O)c1ccc(CCC(=O)NCc2ccncc2)cc1
 : 9.4 | -0.7
- CCOc1cc(C=O)ccc1OCC(N)=O
 : -17.1 | 0.8
- COc1ccc(C(C)(C)C)cc1NC(=O)COC(=O)C1=NNC(=O)CC1
 : 19.0 | -4.1
- CC(NCc1ccccc1OC1CCCC1)c1ccccc1 (configuration not stated)
 : 4.5 | 9.4
- CC(C)CC(N)c1csc(Nc2ccc(C(=O)NCCCO)cn2)n1 (configuration not stated)
 : 124.3 | -97.1
- CC1CC1C(=O)Nc1ccc(S(=O)(=O)N2CCCCC2)cc1 (configuration not stated)
 : -15.2 | -2.7
- CC(C)C(=O)Nc1cccc(NC(=S)NC(=O)C(c2ccccc2)c2ccccc2)c1
 : 13.3 | -0.4
- CCS(=O)(=O)c1ccc(C(=O)NC2CC2)c(Cl)c1Cl
 : -5.6 | 2.2
- CC(=O)C(=Cc1ccc(C(=O)O)cc1)C(C)=O
 : -3.6 | -6.0
- COc1ccc(NC(=O)COC(=O)CNS(=O)(=O)/C=C/c2ccccc2)cc1OC
 : -4.9 | 2.5
- CC(C)CCn1c(-c2nonc2N)nc2ccccc21
 : 8.8 | -4.3
- O=C(N/N=C/c1ccc(O)cc1)c1[nH]c2ccc(Br)cc2c1-c1ccccc1
 : 28.5 | -22.5
- COc1ccccc1N1CCN(c2ccc3c(c2)S(=O)(=O)c2cccc(C(=O)NCc4ccc(F)cc4)c2C3=O)CC1
 : 19.1 | 0.7
- COCc1cc(=O)[nH]c2cc(NC(=O)C3CC3)c(C)cc12
 : 13.0 | -7.3
- COc1cccc(N(C(=O)Cn2nnc3ccccc32)C(C(=O)NCc2ccco2)c2cccnc2)c1 (configuration not stated)
 : 2.4 | -14.1
- CCN=C1SC(C(=O)Nc2ccc(Cl)c(Cl)c2)CC(=O)N1CC (configuration not stated)
 : -7.0 | 2.6
- O=C(/C=C/c1cccc([N+](=O)[O-])c1)Nn1c(-c2ccccc2F)nc2ccccc2c1=O
 : -9.2 | 9.6
- CC(=O)N1N=C(c2cccs2)CC1c1ccco1 (configuration not stated)
 : 7.4 | 7.0
- Cc1ccc(/C=C(\C#N)C(=O)N2CCCC2)c(C)c1
 : 11.0 | 3.5
- Cc1ccc(OCC(=O)Nc2ccc3c(c2)C(=O)N(CCC(=O)O)C3=O)cc1
 : -7.2 | 0.5
- O=C(CCC(=O)N1CCN(S(=O)(=O)c2ccc3ccccc3c2)CC1)Nc1cc(Cl)cc(Cl)c1
 : -5.5 | 5.0
- CCN(CC)S(=O)(=O)c1ccc2c(c1)c(=O)c(C(=O)NCCOC)cn2C
 : -2.1 | -9.9
- O=S(=O)(c1ccc(Br)cc1)N1CCCc2ccccc21
 : -17.5 | 0.8
- c1ccc(CNc2nc(N3CCN(Cc4ccccc4)CC3)nc3ccccc23)cc1
 : 28.2 | -0.8

Further compounds follow.
Every second line gives: TAG inh | TAG inh DAPI viability
- COc1cc(NC(=O)C2CC(c3ccccc3O)=NO2)cc(OC)c1OC (configuration not stated)
 : -4.2 | -7.8
- O=C(Cn1nnc(N2CCCC2)n1)N/N=C/c1ccc(Cl)cc1
 : -1.2 | 7.5
- Cc1cc(C(=O)NC(C)C2CCCO2)no1 (configuration not stated)
 : 1.8 | -7.7
- O=C(N/N=C(\c1ccccc1)c1cccnc1)c1cccc(F)c1
 : 28.3 | -19.6
- CCNC(=O)CN(c1ccc(C)cc1)S(=O)(=O)c1ccccc1
 : -9.0 | -4.1
- Cc1ccc(S(=O)(=O)c2nc(-c3cccs3)oc2N2CCC(C(N)=O)CC2)cc1
 : -1.0 | -4.4
- O=C(CSc1nncs1)NNC(=O)c1ccccc1Br
 : 3.0 | 4.1
- Cc1cnc(C(=O)OCC(=O)NCCc2ccccc2)cn1
 : -6.1 | 0.1
- CC1(C)Cc2cccc(OCC(=O)NCc3cccs3)c2O1
 : -19.6 | 15.2
- C[C@@H]1CN([C@@H](C)CO)C(=O)CCCn2cc(nn2)CO[C@H]1CN(C)S(=O)(=O)c1ccc(-n2cccn2)cc1
 : 0.8 | -1.1
- O=C(NC1CCCCC1)c1ccc(Cn2cc(Br)cn2)o1
 : -4.3 | -2.6
- O=c1c2ccccc2nnn1CSc1nnc(Nc2ccccc2)s1
 : -0.4 | -0.3
- CCCn1c(C)cc(C(=O)COC(=O)c2cc(=O)[nH]c3ccccc23)c1C
 : 4.2 | -0.9
- Cc1[nH]c2ccc(F)cc2c(=O)c1SC(F)(F)C(F)F
 : -10.7 | 4.7
- Cn1c(=O)c2c(nc(C3CC4C5CCC(C5)C4C3)n2C)n(C)c1=O (configuration not stated)
 : -0.7 | -1.4
- Cc1nn(C(=O)/C(C#N)=C/N(C)C)c(C)c1C
 : -12.5 | -3.8
- COc1cccc(NC(=O)n2nc(N)cc2-c2ccc(Cl)cc2)c1
 : -12.2 | -4.9
- CC1CCC2(CC1)NC(=O)N(Cc1nc(-c3ccccc3)no1)C2=O (configuration not stated)
 : -20.6 | 0.1
- Oc1ccc(N=Cc2ccc(O)c(O)c2)cc1
 : 32.8 | -14.7
- O=C(O)COc1ccc(/C=N/NC(=O)Cc2ccc(Cl)cc2)cc1
 : -8.7 | 91.4

A draw from above in order of molecular weight, ascending:
Every second line gives: TAG inh | TAG inh DAPI viability
- Cc1cnc(C(=O)OCC(=O)NCCc2ccccc2)cn1
 : -6.1 | 0.1
- CC1CC1C(=O)Nc1ccc(S(=O)(=O)N2CCCCC2)cc1 (configuration not stated)
 : -15.2 | -2.7
- O=C(Cn1nnc(N2CCCC2)n1)N/N=C/c1ccc(Cl)cc1
 : -1.2 | 7.5
- COc1ccccc1N1CCN(c2ccc3c(c2)S(=O)(=O)c2cccc(C(=O)NCc4ccc(F)cc4)c2C3=O)CC1
 : 19.1 | 0.7

Following part:
mol	TAG inh	TAG inh DAPI viability
Cc1ccc(S(=O)(=O)Nc2cccc(C(=O)NC3CCN(Cc4ccccc4)CC3)c2)cc1F	-2.0	-7.2
CCC(c1nnnn1Cc1ccccc1)N1CCN(c2ccc(OC)cc2)CC1 (configuration not stated)	3.0	-12.5
CC(C)Nc1nc2cccnc2s1	-5.6	-0.2
COCCN(C(=O)COC(=O)C1=COCCO1)c1c(N)n(Cc2ccccc2)c(=O)[nH]c1=O	-16.9	-4.8
O=C(NCc1ccco1)c1nn2cccnc2c1Cl	-0.7	-0.5
CN(C(=O)COC(=O)c1ccc(S(=O)(=O)N2CCCC2)cc1)c1ccccc1	5.4	0.6
COc1ccc(C(C)C)cc1S(=O)(=O)N1CC(C)OC(C)C1 (configuration not stated)	-0.6	2.1
C=CCn1c(Cc2cccs2)nnc1SCC(=O)NC1CC1	1.0	3.0
COc1cc(/C=C2\SC(=S)N(NC(=O)c3ccncc3)C2=O)ccc1O	-6.1	9.7
C[C@@H]1CN([C@H](C)CO)C(=O)CCCn2nncc2CO[C@H]1CN(C)C(=O)c1ccccc1	-11.8	7.1
CN(C(=O)c1ccncc1)C1CC(C)(C)N(O)C(C)(C)C1	-12.7	3.0
COc1ccc(S(=O)(=O)N(C)c2ccc(C(=O)N3CCN(C)CC3)cc2)cc1	-16.1	8.9
CCOc1ccc(NC(=O)c2ccc(Cl)c(NC(=O)c3ccco3)c2)cc1	0.9	-0.4
CCOC(=O)CN(c1cc([N+](=O)[O-])ccc1OC)S(C)(=O)=O	-7.6	8.1
O=C1Nc2ccccc2C1(O)C/C(=N/O)c1ccccc1 (configuration not stated)	2.5	-1.1
COc1ccc(C(=O)NCCNc2ccc([N+](=O)[O-])cc2)cc1OC	-7.1	-1.9
Cc1coc(NC(=O)CSc2nc(-c3ccncc3)cc(C(F)(F)F)c2C#N)n1	7.8	-5.4
COc1cc(NC(=O)C23CC4CC(C2)CC(n2nnc(C)n2)(C4)C3)c(OC)cc1Cl	10.0	-3.1
Cc1ccc(NC(=S)N(C)N)cc1Cl	-3.2	9.8
CC1(C)C2CC=C(/C=N/NC(=O)c3ccc(O)cc3)C1C2 (configuration not stated)	-9.0	-3.5
Cn1nccc1C(=O)N1CCCC(C(=O)c2cccc3ccccc23)C1 (configuration not stated)	0.2	-2.8
COc1ccc(NC(=O)/C=C/c2cc(Br)ccc2OC)cc1	14.6	-3.9
Cn1c(Cn2c(=O)sc3ccccc32)nnc1SCC(=O)Nc1cccc(F)c1	-1.2	-7.9
O=C(O)c1ccc(NS(=O)(=O)c2ccc(NC(=O)c3ccccc3Cl)cc2)cc1	7.1	-15.2
COC(C[C@H](O)CC(=O)[C@H](C)OCc1ccccc1)OC	-4.1	5.1
Cc1ccc(NC(=S)NC(=O)c2ccc(-c3ccccc3)cc2)cc1	-6.9	-5.6
COC(=O)CCCCCNC(=S)Nc1ccc2[nH]c(=O)[nH]c2c1	6.8	-1.5
COc1ccc(OC)c(C(=O)NC(CC(N)=O)c2ccc(N3CCC(Cc4ccccc4)CC3)c([N+](=O)[O-])c2)c1 (configuration not stated)	2.9	-4.2
CCOc1ccc(NC(=S)NCc2ccc3c(c2)OCO3)cc1	4.1	-1.6
CCN(CC)Cc1c(O)ccc2c(=O)c(-c3ccccc3OC)coc12	13.7	-1.9
CCSS(=O)(=O)c1cccc2cccnc12	34.2	-8.9
CCCn1c(SCC(=O)Nc2ccccc2N2CCOCC2)nc2c1c(=O)n(C)c(=O)n2C	-14.7	6.8
CCOC(=O)CNC(=O)CSc1nc(-c2ccc(C)cc2)ns1	3.0	-0.7
N#CCCNS(=O)(=O)c1ccc(C(=O)OCC(=O)Nc2ccc3c(c2)OCO3)cc1	10.2	-2.3
COc1cc(OC)c2c(-c3cccc(/C=C/c4ccc(F)cc4)c3)cc(=O)oc2c1	-33.7	17.5
CN(C(=O)CN(C)S(=O)(=O)c1ccc(F)cc1)c1c(N)n(Cc2ccccc2)c(=O)[nH]c1=O	2.7	-0.9
Cc1cc2cc(CNC(=O)c3ccc(Br)o3)ccc2n1C	-5.2	-3.4
Cc1ccc(NC(=S)NC(=O)c2cncc(Br)c2)c(C)c1	1.6	0.2
CC(C)N(C(=O)[C@H]1C[C@H](CC(=O)NCCCN(C)C)C(=O)N2CCc3c([nH]c4ccc(Cl)cc34)[C@]12C)C(C)C	21.5	-5.9
O=C(COC(=O)CCC(=O)c1cccs1)NC(=O)c1ccc(OC(F)F)cc1	-2.7	2.3
CC1(C(=O)Nc2nccs2)CCN1C(=O)CC(c1ccccc1)c1ccccc1 (configuration not stated)	-1.4	-7.0
Cn1c(Cn2c(=O)sc3ccccc32)nnc1SCC(=O)Nc1cccc(Cl)c1	4.1	-12.5
Cc1nc(CS(=O)(=O)c2ccccc2)cc(Sc2ccc(Cl)cc2Cl)n1	4.6	-3.3
CCc1ccc(-c2nc(SCC(=O)N(C)C3CCS(=O)(=O)C3)n[nH]2)cc1 (configuration not stated)	-13.9	20.2
N#Cc1ccc(S(=O)(=O)N2CCN(CN3C(=O)CC4(CCCC4)C3=O)CC2)cc1	2.2	3.8
O=c1c2c3c(sc2[nH]c(=S)n1Cc1ccco1)CCC3	13.8	-10.0

Compound activity from PubChem BioAssay.
